High-throughput results: PubChem BioAssay, several laboratories
bovine MsrA act: bovine methionine sulfoxide reductase A activation; actives 0.3% (n = 360,000); activation, % at 10.6 µM; purified bovine MsrA, absorbance read-out; in the data active means activation above about 7.5%;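 further: 0% = vehicle and 100% = reference activator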
MLLE-PAM2 inh: blocks PAM2 peptide binding to the PABP1 MLLE domain; GST-MLLE / FITC-PAM2 fluorescence polarization; inhibition, % at 20 µM; actives 0.36% (n = 360,000); in the data active means inhibition above about 35%, passing the limit was not always enough;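 further: plate controls were DMSO wells with GST-MLLE for no effect and wells lacking GST-MLLE protein for full effect; some results filed as inactive read as strong as hits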
eLon inh: inhibits E. coli Lon protease. P0A9M0. purified E. coli Lon protease, fluorescence polarization. inhibition, % at 7.94 µM. actives 0.42% (n = 360,000); in the data active means inhibition above about 13%, passing the limit was not always enough;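 further: 0% = enzyme with probe and DMSO and 100% = no enzyme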
SKN-1 block: C. elegans SKN-1 inhibition. C. elegans VP596 Pgst-4::GFP/RFP ratio, acrylamide-induced, 24 h. inhibition, % at 21.8 µM. actives 0.49% (n = 360,000). AID 624304;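 active means interference check ratio from 0.5 to 1.5 plus GFP to RFP signal ratio inhibition reaching or exceeding a fixed threshold, cut at about 30% in these data, passing the limit was not always enough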; further: some compounds called inactive have numbers as strong as hits
CendR NRP1 mod: alters CendR peptide binding to human NRP-1. O14786. FAM-RPARPAR peptide binding to NRP-1, fluorescence polarization. inhibition, % at 25 µM. actives 0.85% (n = 360,000). AID 602438;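 active means inhibition or corrected inhibition above about 18%, plus a signal ratio from 0.5 to 1.5, limit read from the data, passing the limit was not always enough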; further: strong numbers were not always called active
Target sequence (O14786 whole entry, looked up): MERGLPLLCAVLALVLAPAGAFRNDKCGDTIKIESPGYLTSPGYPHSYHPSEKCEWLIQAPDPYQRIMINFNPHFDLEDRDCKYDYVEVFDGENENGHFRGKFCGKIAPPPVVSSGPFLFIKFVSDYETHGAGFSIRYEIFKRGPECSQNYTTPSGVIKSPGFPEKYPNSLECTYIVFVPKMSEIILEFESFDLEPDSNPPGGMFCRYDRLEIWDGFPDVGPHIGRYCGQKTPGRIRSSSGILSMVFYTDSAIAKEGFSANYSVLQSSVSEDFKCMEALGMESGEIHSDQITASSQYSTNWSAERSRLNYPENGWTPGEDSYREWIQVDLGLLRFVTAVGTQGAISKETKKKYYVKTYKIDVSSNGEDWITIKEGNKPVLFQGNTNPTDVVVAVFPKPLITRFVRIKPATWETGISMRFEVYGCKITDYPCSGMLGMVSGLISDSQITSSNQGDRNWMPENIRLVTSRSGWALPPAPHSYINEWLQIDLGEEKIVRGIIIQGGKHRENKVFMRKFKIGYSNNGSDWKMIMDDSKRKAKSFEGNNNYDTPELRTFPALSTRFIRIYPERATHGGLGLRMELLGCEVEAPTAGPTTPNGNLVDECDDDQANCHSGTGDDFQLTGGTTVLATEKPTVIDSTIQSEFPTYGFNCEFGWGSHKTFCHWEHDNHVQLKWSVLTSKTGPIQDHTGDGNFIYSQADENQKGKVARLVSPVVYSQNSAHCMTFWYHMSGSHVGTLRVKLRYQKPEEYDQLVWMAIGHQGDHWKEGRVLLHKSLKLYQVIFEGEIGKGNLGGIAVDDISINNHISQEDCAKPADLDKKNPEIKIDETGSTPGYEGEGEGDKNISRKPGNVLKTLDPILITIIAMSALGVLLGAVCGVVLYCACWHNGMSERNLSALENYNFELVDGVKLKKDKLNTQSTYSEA
FAS TE block: inhibitors of human fatty acid synthase thioesterase domain. P49327. recombinant FAS-TE, OMFH fluorogenic substrate, fluorescence endpoint. inhibition, % at 15 µM. actives 0.67% (n = 360,000). AID 602261;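 active means compounds whose normalised, plate-corrected inhibition of enzyme fluorescence in the single-dose primary screen is 50% or more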;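 further: 0% = DMSO with enzyme and 100% = substrate without enzyme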
MsrA inh: inhibits bovine methionine sulfoxide reductase A. actives 0.75% (n = 360,000). purified bovine MsrA, absorbance read-out. inhibition, % at 15.5 µM; in the data active means inhibition above about 4.5%;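 further: 0% = vehicle wells with enzyme and 100% = reference inhibitor wells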
MT1-MMP act inh: MT1-MMP (human) activation inhibition. GFP/RFP ratio change, % at 20 µM. P50281. actives 0.061% (n = 360,000). HT1080 RFP-PRO-GFP cells, GFP/RFP ratio fluorescence, overnight; percent of plate control window, DMSO zero;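 active means GFP/RFP ratio change of at least 30% with cell ATP level not reduced by more than half and red fluorescence within 50% of control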; further: strong numbers were not always called active
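Test system: HT1080 cells expressing an RFP-PRO-GFP fluorescent reporter construct / Compound dosing: single-point 20 µM compound, 1% DMSO / Schedule: cells overnight before dosing, compound overnight, 37 °C, 5% CO2 / Evaluation: GFP/RFP fluorescence ratio / Control set: DMSO and RFP-L50D-GFP cell wells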
Tb MetRS inh: Trypanosoma brucei MetRS inhibition; purified T. brucei MetRS, ATP depletion, Kinase-Glo luminescence; inhibition, % at 11.9 µM; actives 0.4% (n = 360,000); AID 624268;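 active means inhibition above a per-plate cutoff of the control wells' mean inhibition plus 3 SD, cut at about 5.5% in these data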;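 further: 0% = DMSO wells median and 100% = median of wells with control inhibitor compound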
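Dosing: 11.9 µM single point; system: parasite MetRS enzyme; technique: luminescence of leftover ATP; times: 15 min enzyme-compound preincubation, 2 h reaction, 10 min detection, 25 °C; replicates: each compound tested once; read-out basis: percent inhibition relative to median high and low control wells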
Numbers without * were called inactive; . = no result given.

SMILES	bovine MsrA act	MLLE-PAM2 inh	eLon inh	SKN-1 block	CendR NRP1 mod	FAS TE block	MsrA inh	MT1-MMP act inh	Tb MetRS inh
CCOc1ccccc1CN1CCNC(=O)C1CC(=O)NCCCn1cccn1 (stereo not given)	-1	5	1	9	6	-8	1.0	-1	-0.2
Cc1ccc(NC(=O)COC(=O)Cn2nc(-c3ccc(F)cc3)oc2=O)cc1C	0	-9	-7	22	11	-9	-0.5	2	-0.1
CCOc1cccc2sc(=NC(=O)c3ccco3)n(CC(=O)OC)c12	-8	6	-7	-1	-13	12	4.3	-3	-0.6
CCCNC(=O)Cc1c(O)c2ccccc2[nH]c1=O	2	-9	0	-9	-5	-6	-0.8	5	-0.5
COc1ccc2oc(C(=O)OCC(=O)NC(=O)NC(C)C)c(C)c2c1	-3	-4	-8	1	-15	-6	-0.4	5	-0.3
CN1CCN(C(=O)N2c3ccccc3CCc3ccccc32)CC1	-3	-1	-1	8	11	-2	0.8	-12	-0.1
COc1cc2c(Cc3ccccc3)cncc2cc1O	-4	-13	-9	7	9	-8	1.2	0	0.3
S=C(c1c[nH]c2ccccc12)N1CCOCC1	-7	30	-3	1	10	-2	-0.6	1	-0.3
Cc1cccc(-c2noc(CN(C(=O)C34CC5CC(CC(C5)C3)C4)C(C)C)n2)c1	-2	8	-2	-4	-4	23	3.1	-5	-0.6
COC(=O)C1CCN(C(=O)COC(=O)c2ccc(=O)n(Cc3ccccc3)n2)CC1	-5	21	1	-6	-7	-4	-0.6	4	-0.4
C[C@H](CO)N1C[C@H](C)[C@@H](CN(C)C(=O)Nc2cccc3ccccc23)OCCCC[C@H](C)Oc2ccc(NS(=O)(=O)c3cn(C)cn3)cc2C1=O	-3	-37	-7	1	2	-1	0.2	2	-0.6
CCN(CC)Cc1c(C(=O)N/N=C/c2ccncc2)nnn1-c1nonc1N	-3	-2	-12	-8	-8	-6	-0.2	-6	-0.7
Cc1cc2occ(CC(=O)N(C)CC(=O)Nc3ccc(F)cc3)c2cc1C	-8	10	-4	-11	1	7	0.6	3	-0.5
O=c1c2sc(-c3ccccc3)cc2nc2n1CCC2	0	-6	3	9	2	-2	-0.2	2	0.2
CN(C)S(=O)(=O)N1CCC(Oc2ccc(C(=O)NC3CCOC(C)(C)C3)cc2)CC1 (stereo not given)	-1	11	-5	16	8	-5	-0.4	2	-0.2
CCCCOc1ccc(NC(=O)C(=O)NCCCn2ccnc2)cc1	-9	2	-1	-7	3	-8	0.5	-3	-0.9
CSCCC(NC(=O)c1ccccc1Cl)C(=O)NCC(c1cccs1)N(C)C (stereo not given)	-4	9	-10	9	-3	-5	-1.9	2	-0.2
CC(=O)NC(Cc1c[nH]c2ccccc12)C(=O)O (stereo not given)	9.9*	7	1	1	21	-6	-0.1	1	-1.1
Cc1cc(C(=O)N2CCCC(C(=O)c3cccc(C(F)(F)F)c3)C2)nc(C)n1 (stereo not given)	-2	-1	0	2	7	-3	0.3	0	-0.1
NS(=O)(=O)c1ccc(CCNc2nc3c(-c4cccc(F)c4)nnn3c3ccccc23)cc1	-3	-4	10	-3	-3	-2	-1.0	-4	-0.1
COc1cccc(N2CC(O)Cn3c2nc2c3c(=O)[nH]c(=O)n2C)c1 (stereo not given)	-6	14	-4	9	11	-7	0.5	0	-0.9
Cc1sc2nc(C3CC3)nc(NCCNS(C)(=O)=O)c2c1C	-1	6	-5	-3	-5	-4	1.1	1	0.2
O=C(CN(C1CC1)S(=O)(=O)c1ccc(S(=O)(=O)N2CCCCCC2)cc1)Nc1ccccc1	-2	-4	7	3	-2	-2	2.5	-7	-0.5
Cc1noc(C)c1NC(=O)Nc1ccc2c(c1)C(=O)N([C@@H](C)CO)C[C@@H](C)[C@H](CN(C)C(=O)Nc1cccc3ccccc13)OCCCC[C@H](C)O2	0	-3	5	17	-4	-4	-0.2	4	0.3
CCN(c1ccccc1)S(=O)(=O)c1ccc(C(=O)Nc2cc(C)ccn2)cc1	-2	3	-2	7	0	18	0.0	1	-0.2
O=c1c2nnn(-c3ccccc3)c2ncn1C/C=C/c1ccccc1	-11	-10	0	6	0	-32	-1.1	8	-0.5
COc1ccc(N(CC(=O)Nc2ccc(S(=O)(=O)N3CCOCC3)cc2)S(=O)(=O)c2ccc(F)cc2)cc1	-2	12	-4	6	-2	16	-1.4	-1	0.4
O=C(NN=C1CCCC1)c1cc(Cl)cc(Cl)c1O	-2	21	-7	2	-2	-2	3.3	-1	1.0
CCOC(=O)c1ccc(N2CN(CCc3ccccc3)CNC2=S)cc1	-4	4	8	-8	3	7	-0.7	5	-0.1
O=C(COC(=O)c1cc(-c2ccco2)nc2ccccc12)NCc1ccc2c(c1)OCO2	0	16	5	14	-28	4	1.0	-9	-0.4
Cc1ccc(-n2nc3c(=O)n(CCCC(=O)NCCN4CCN(C)CC4)nc(C)c3c2C)cc1	-9	-10	-1	-9	3	-4	0.3	1	-0.7
CCc1sc(C(=O)NCc2cc(C)n(C)n2)cc1Br	-10	-5	-4	8	10	-3	0.7	6	-1.0
Clc1ccc(-c2nnsc2SCc2ccccc2)cc1	0	-6	-4	36*	-5	28	-0.1	5	0.1
O=C(COC(=O)/C=C/c1ccc(OC(F)F)cc1)Nc1ccc2[nH]c(=O)[nH]c2c1	-1	-45	6	0	-18	-1	0.3	-2	0.0
Cc1ccc(S(=O)(=O)C2(C(=O)N3CCN(c4ccccc4F)CC3)CC2)cc1	-2	-2	8	16	-3	3	1.1	-2	-0.6
CCCn1nc(C(=O)Nc2cc(C(=O)OC)ccc2C)c2ccccc2c1=O	-10	1	-1	0	4	3	-0.4	2	-0.7
COc1ccc(NC(=S)NC23CC4CC(CC(C4)C2)C3)cc1OC	0	37	4	27	-6	8	0.1	-1	-0.3
O=C(CCC(=O)N1CCN(c2ccc(Cl)c(Cl)c2)CC1)c1ccccc1	0	2	7	23	6	28	0.1	-2	1.2
CC(Sc1n[nH]c(N)n1)C(=O)Nc1cccc2ccccc12 (stereo not given)	-15	-8	-11	2	13	-14	-0.3	2	-0.1
O=C(Nc1cccc(Cl)c1)ON1CCCCC1	-2	-12	8	7	0	-6	1.0	1	0.1
C/C(=N\OC(=O)Nc1ccccc1)c1cnn(-c2cc(C(F)(F)F)cc(C)n2)c1C	-12	9	11	-1	-2	2	1.1	.	-1.0
O=C(CCc1nc(-c2ccccc2F)no1)Nc1cccnc1	-4	9	-7	3	14	-8	2.3	6	-0.2
COC(=O)c1ccc(OCC(O)CNC2CCCC2)cc1 (stereo not given)	-3	-7	-5	6	4	-4	-1.3	-3	1.1
Cc1cc2ccccn2c1C(=S)NC(=O)c1ccccc1	-4	7	-25	9	2	4	1.2	10	-0.8
Cn1nc(CC(=O)NC2CCCCCC2)c2ccccc2c1=O	-3	15	-3	-12	-1	-5	-0.3	-2	-0.6
O=C(COC(=O)c1cc(S(=O)(=O)N2CCOCC2)ccc1Cl)Nc1ccccc1Cl	-1	4	-1	-1	11	10	-0.4	4	-0.2
Cc1ccc(-c2n[nH]c(=S)n2/N=C/c2cc3c(cc2[N+](=O)[O-])OCO3)cc1	-5	-59	-3	-14	5	7	1.4	7	-0.2
CNC(=O)COC(=O)/C=C/c1cccs1	-1	-4	-3	12	-1	-4	3.4	-1	0.0
O=C(Nc1ccn(Cc2ccccc2F)n1)c1ccc(COc2ccccc2Cl)cc1	-1	10	-1	2	-2	-32	0.7	-14	0.0
c1cc(-c2nn[nH]n2)ccc1CN1CCCCC1	1	0	-1	5	24	-4	0.8	1	0.0
Cc1ccn2c(NC3CCCC3)c(-c3ccncc3)nc2c1	-2	8	-1	17	8	-2	1.2	4	1.3
CCC1Sc2ccccc2N(CC(=O)NCc2ccc3c(c2)OCO3)C1=O (stereo not given)	-1	25	1	9	9	6	-0.3	-8	-0.6
NC1=NC[C@H](Cc2ccc(O)cc2)N1CCc1cccc2ccccc12	-1	-11	-16	6	-8	-34	0.7	-2	0.6
O=C(Nc1cccc(-n2cnnn2)c1)c1cc(Cl)ccc1Cl	-3	-3	2	-4	7	16	-0.5	0	-0.7
Cc1cc2nc(-c3ccc(Cl)cc3)c(Cc3ccsc3)n2c(C)c1Br	-10	.	2	11	-4	14	1.8	2	-1.0
COc1ccc(Cl)cc1N(C(=O)c1ccco1)C(C(=O)NC1CCCC1)c1cccnc1 (stereo not given)	-2	-1	8	7	9	2	-2.3	-3	-0.6
Cc1ccc(C(=O)NCc2cccc(C(F)(F)F)c2)cc1S(=O)(=O)N1CCCCC1	1	5	-6	9	1	18	-0.9	-8	0.2
Clc1ccc(-c2csc(-c3ccno3)n2)cc1	-2	8	-5	13	5	16	-0.1	-4	0.1
COc1cccc(N2CCN(c3ccc4nnc(CCC(=O)Nc5ccccn5)n4n3)CC2)c1	-1	-9	-3	28	9	-5	0.3	4	-0.1
Fc1ccc(CSc2nnc(-c3cnccn3)n2Cc2ccco2)cc1	-3	-12	-3	15	-11	3	-0.9	-3	-0.3
Going on with the list:
SMILES	bovine MsrA act	MLLE-PAM2 inh	eLon inh	SKN-1 block	CendR NRP1 mod	FAS TE block	MsrA inh	MT1-MMP act inh	Tb MetRS inh
CCOc1cc(C(=O)NCCC(=O)N2CCC3(CC2)NCCc2[nH]cnc23)cc(OCC)c1OCC	-2	6	-5	22	0	-5	0.3	3	-0.4
COc1cc(S(=O)(=O)NCc2ccncc2)c(OC)cc1Cl	-3	19	-4	-5	7	-1	0.1	4	0.3
CCN1CCN(c2cc(C)c3cc(NC(=O)c4cccs4)ccc3n2)CC1	-6	-7	7	-1	7	-4	0.5	11	-0.8
C=CCn1c(-c2ccc3[nH]c(C)c(C)c3c2)n[nH]c1=S	-4	-29	-3	-3	8	-1	-0.3	5	-0.4
COc1cccc(C(=O)Cn2c(NCCCO)nc3ccccc32)c1	-2	1	1	18	-6	-4	0.2	-2	-0.5
CCc1ccc(C(=O)COC(=O)c2n[nH]c3ccccc23)cc1	-1	3	-1	6	-3	4	-0.9	1	0.9
Cc1cc(Cl)c2oc(C(=O)N(C)CCCN3CCOCC3)c(C)c2c1	-4	4	-6	-1	10	-2	0.7	0	-0.2
CCCCC(=O)Nc1nc2ccc3nc(C)sc3c2s1	-1	-14	-7	13	-15	0	0.1	5	0.4
COc1ccc(CCCc2nnc(SCC(=O)NN)o2)c(C)c1	-5	-97	0	-19	7	-5	1.7	4	0.2
CCC(C(=O)Nc1nccs1)c1ccccc1 (stereo not given)	-3	-9	3	0	-5	-2	0.4	-4	-0.1

Entries listed so far with a CF3 group (three):
SMILES	bovine MsrA act	MLLE-PAM2 inh	eLon inh	SKN-1 block	CendR NRP1 mod	FAS TE block	MsrA inh	MT1-MMP act inh	Tb MetRS inh
Cc1cc(C(=O)N2CCCC(C(=O)c3cccc(C(F)(F)F)c3)C2)nc(C)n1 (stereo not given)	-2	-1	0	2	7	-3	0.3	0	-0.1
C/C(=N\OC(=O)Nc1ccccc1)c1cnn(-c2cc(C(F)(F)F)cc(C)n2)c1C	-12	9	11	-1	-2	2	1.1	.	-1.0
Cc1ccc(C(=O)NCc2cccc(C(F)(F)F)c2)cc1S(=O)(=O)N1CCCCC1	1	5	-6	9	1	18	-0.9	-8	0.2
